# D3 ag = agonists of human D3 dopamine receptor; P35462; 410,000 compounds, 0.58% hits; max activation, %; AID 652048; D3R DiscoveRx beta-arrestin cells, luminescence, 90 min; in the data active means max activation above about 30%; further: 0% is about no effect; mostly tested at two doses, the higher about 12 µM
# Target sequence (P35462 whole entry, looked up): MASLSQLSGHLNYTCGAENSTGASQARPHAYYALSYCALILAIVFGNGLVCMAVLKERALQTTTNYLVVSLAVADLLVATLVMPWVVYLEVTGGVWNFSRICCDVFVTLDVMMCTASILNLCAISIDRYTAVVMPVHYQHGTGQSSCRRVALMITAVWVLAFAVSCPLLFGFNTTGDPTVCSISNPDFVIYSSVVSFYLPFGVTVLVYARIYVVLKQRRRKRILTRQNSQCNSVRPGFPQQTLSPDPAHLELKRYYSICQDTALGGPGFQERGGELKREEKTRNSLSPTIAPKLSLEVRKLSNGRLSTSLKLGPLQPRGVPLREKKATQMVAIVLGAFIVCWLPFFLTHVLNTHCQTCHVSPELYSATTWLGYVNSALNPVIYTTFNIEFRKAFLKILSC
#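 Cells at 1500/well, incubated overnight, then treated with pinned compounds (dopamine as control) for 90 min at 37 degrees C. DiscoveRx reagent added for 30 - 60 minutes at room temperature; luminescence read.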
# aSyn rescue = inhibitors of alpha-synuclein toxicity in yeast | Yeast expressing alpha-synuclein, growth rescue, BacTiter-Glo, 24 h | AID 652106 | 370,000 compounds, 0.14% hits | Potency, µM (top dose mostly 46.1 µM), inactives show at the highest dose growth rescue (activation), usual class: activators; further: potency means the concentration at half of the fitted maximal effect; % of control where 0% means no effect; nearly all actives have a fitted effect of over 65% in size
#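 Rescue of yeast growth: cells expressing toxic alpha-synuclein, induced in galactose at OD600 0.02, incubated with compound 24 h at 30 C. ATP luminescence quantified growth; inhibitors of toxicity appear as activators.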
# GLP-1R agonist = activates the human GLP-1 receptor. P43220. HEK293 GLP-1R CRE-luciferase, luminescence, 4-6 h; cells express a hypersensitive GLP-1R form. Potency, µM (highest dose often 45.6 µM), for the others: top-dose activation, hits mostly activators. 380,000 compounds, 0.007% hits. AID 624172; further: potency means the concentration at half of the fitted maximal effect; % of control where 0% means no effect
# Target sequence (P43220 whole entry, looked up): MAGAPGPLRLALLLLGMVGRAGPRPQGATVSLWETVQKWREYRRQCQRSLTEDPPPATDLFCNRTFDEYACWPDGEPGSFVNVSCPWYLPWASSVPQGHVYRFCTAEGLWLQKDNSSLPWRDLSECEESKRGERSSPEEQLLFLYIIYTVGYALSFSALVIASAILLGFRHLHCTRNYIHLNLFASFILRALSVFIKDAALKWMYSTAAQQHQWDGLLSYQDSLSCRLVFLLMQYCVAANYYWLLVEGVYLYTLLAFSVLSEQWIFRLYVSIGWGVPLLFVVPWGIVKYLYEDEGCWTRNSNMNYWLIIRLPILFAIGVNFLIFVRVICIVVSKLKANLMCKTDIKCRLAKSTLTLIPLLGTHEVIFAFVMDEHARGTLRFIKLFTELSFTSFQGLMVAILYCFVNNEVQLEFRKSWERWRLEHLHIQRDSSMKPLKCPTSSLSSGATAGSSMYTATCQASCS
# PTHR1 ag = PTHR1 (human) receptor agonism. Q03431. HEK293 GP2 PTHR1 cells, GloSensor cAMP luminescence, 1 h. Potency, µM (highest dose often 115 µM), for the others: top-dose activation, usual class: activators. 410,000 compounds, 0.075% hits. AID 743266; further: potency means the concentration at half of the fitted maximal effect; nearly all actives have a fitted effect of over 55% in size; some results filed as inactive show a strong effect at the top dose; inactives centre near -15; many of its hits are not listed in these tables
#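 HEK-293-derived GP2 cells expressing PTHR1 and a GloSensor cAMP reporter, 3,000/well, plated overnight, given luciferin plus IBMX (each 0.5 mM as added) for 1 h at 37 °C, then compound for 1 h at 37 °C. Luminescence was read after 15 min at room temperature.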
# D3 antag = blocks the human D3 dopamine receptor. max response, negative = inhibition, %. P35462. D3R cells, DiscoveRx beta-arrestin luminescence, antagonist mode; stronger effect = lower value. 360,000 compounds, 2.5% hits; in the data active means max response below about -50%; inconclusive means no clear call, values can overlap the other calls; further: on the % scale 0 is the no-effect control and ±100 the full control effect; mostly tested at two doses, the higher about 12 µM
#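 Cells expressing the human receptor were seeded at 1500 cells/well, incubated overnight at 37 degrees C in 5% CO2, then exposed to library compounds with dopamine controls for 90 minutes at 37 degrees C before luminescent detection.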
# GLP-1R inv ag = inverse agonists of human GLP-1 receptor. P43220. HEK293 GLP-1R CRE-luciferase, luminescence, 24 h; GLP-1R form is constitutively active. Potency, µM (series often up to 38.3 µM), for inactives: at the highest dose activity change, negative = inhibition, usual class: inhibitors. 410,000 compounds, 1.6% hits; further: potency means the concentration at half of the fitted maximal effect; on the % scale 0 is the no-effect control and ±100 the full control effect; nearly all actives have a fitted effect of over 55% in size
#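 Stable HEK293 clone (constitutively active GLP-1R + cAMP-response luciferase); 200 cells/uL plated, 12 h pre-culture, compound 24 hr, 37 deg C/5% CO2; detection reagent 12 min RT; luminescence.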
# TDP43 rescue = TDP-43 toxicity inhibition in yeast; TDP-43 expressing yeast growth rescue, BacTiter-Glo, 24 h; Potency, µM (doses to about 46.1 µM), inactives show at the top dose growth rescue (activation), usual class: activators; 410,000 compounds, 1.8% hits; further: potency means the concentration at half of the fitted maximal effect; % of control where 0% means no effect; nearly all actives have a fitted effect of over 50% in size
#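 Luminescence from BacTiter-Glo reports growth of TDP-43-expressing yeast after 24 hr at 30 deg C with compound. Cells were raffinose-pregrown to mid-log, then seeded in galactose medium at OD600=0.02.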
# KB-V1 MDR tox = kills drug-selected multidrug resistant KB-V1 cells | KB-V1 MDR cells viability, CellTiter-Glo, 72 h | Potency, µM (highest dose often 46.1 µM), inactives show at the top dose activity change, negative = cytotoxicity, actives largely listed as cytotoxic | 400,000 compounds, 3.4% hits | AID 1347076; further: potency means the concentration at half of the fitted maximal effect; on the % scale 0 is the no-effect control and ±100 the full control effect; nearly all actives have a fitted effect of over 60% in size
#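 Cells of the MDR subline KB-V1 are plated, dosed with compound at multiple concentrations, and incubated 72 h at 37 degrees C; CellTiter-Glo is then added and luminescence read after 10 min.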
# GLP1R cytotox = cytotoxicity counter-screen for GLP-1 receptor inverse agonists; HEK293 cAMP-luciferase reporter cells, luminescence, 24 h; Potency, µM (titrated, usually from 38.3 µM), without a hit: at the highest dose activity change, negative = inhibition, most hits filed as inhibitors; 410,000 compounds, 0.13% hits;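 further: loss of luciferase light is scored as toxicity; potency means the concentration at half of the fitted maximal effect; on the % scale 0 is the no-effect control and ±100 the full control effect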
#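 Step one: seed cells (200 cells/uL, DMEM with 10% Nu serum, 1% pen-strep). Step two: 12-hour incubation at 37 deg C. Step three: pin 23 nL compound, incubate 24 hr. Step four: add luciferase reagent, read luminescence 12 min later.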
# * marks the source's active call; other numbers are inactive results; i = inactive; ? = inconclusive; / = no result given; [ ] = another dose, or the depositor's remark. Unless noted, the call rests on the fitted dose curve; in most records, active means well fitted curve in the direction sought with a large enough effect; inconclusive means small, poorly fitted or top-dose-only effect, or another doubt; inactive means no such curve, though single readings can be large; an effect the other way counts as inactive or inconclusive. An excerpt; count on the stated rates, not on these rows.
SMILES,D3 ag,aSyn rescue,GLP-1R agonist,PTHR1 ag,D3 antag,GLP-1R inv ag,TDP43 rescue,KB-V1 MDR tox,GLP1R cytotox
Cc1c(CCC(=O)N2CCC(C(=O)O)(c3ccccc3)CC2)c(=O)oc2cc3oc4c(c3cc12)CCCC4,-4,14%,-5%,-18%,-25,29%,?,0%,1%
COCCCN(C(=O)c1ccc(-c2ccc(C(C)=O)cc2)o1)c1c(N)n(CC(C)C)c(=O)[nH]c1=O,2,1%,-3%,-24%,10,20%,16%,-2%,5%
OCCN1CCN(c2ncnc3c2ncn3[C@H]2CN(Cc3ccc4c(c3)OCO4)C[C@@H](CO)O2)CC1,9,-2%,1%,-15%,-9,6%,17%,4%,-1%
COCC(C)N=C1NN=C(c2cccs2)C(CC(=O)O)S1 (stereo not given),-2,-8%,-2%,-27%,-12,17%,-11%,-11%,12%
CN(CCc1ccccc1)C(C(=O)c1ccc2c(c1)OCO2)c1nnnn1-c1ccccc1NC(=O)OC(C)(C)C (stereo not given),1,2%,/,i,-29,?,8%,?,0%
Cc1cc(C)cc(NC(=S)NCc2ccncc2)c1,-10,-11%,24%,-19%,-9,-10%,1%,-4%,6%
O=C(N/N=C(\Cc1ncc[nH]1)c1ccccc1)c1ccncc1,1,-6%,3%,?,-15,1%,1%[9.22 µM],-24%,-10%
O=S(=O)(NCc1cccnc1)c1ccc(Cl)c(Cl)c1Cl,1,3%,2%,-29%,13,-29%,5%,-5%,-2%
Clc1ccccc1-c1cccc2nccn12,4,-5%,0%,-5%,-8,19%,4%,?,-1%
CS(=O)(=O)c1ccccc1-c1nc(-c2ccc(C(F)(F)F)cc2)no1,-4,2%,1%,-26%[57.5 µM],15,?,?,0%,-16%
Cn1c(C(=O)OCC(=O)NCc2cccs2)cc2sccc21,-22,-1%,4%,i,3,3%,-4%,5%,7%
CCn1c(SCC(=O)Nc2nc3ccc(OC)cc3s2)nc2c1c(=O)n(C)c(=O)n2C,23,12%,-14%,-27%[57.5 µM],23,8%,-22%,2.1µM*,3%
CCOc1cccc(/C=C/c2ccc3cccc(O)c3n2)c1O,1,-3%,?,-31%[inhibitor],-56*,?,11µM*,?,-17%
O=[N+]([O-])c1ccc(-n2nnnc2CN2CCOCC2)cc1,-5,-2%,10%,i,6,1%,-15%,6%,15%
COc1cc(/C=N/NS(=O)(=O)c2ccc(C)c([N+](=O)[O-])c2)ccc1O,1,-13%,9%,-5%,-4,56%[activator],-2%,3%,16%

# 3 compounds from above, sorted by molar mass, largest number first:
SMILES,D3 ag,aSyn rescue,GLP-1R agonist,PTHR1 ag,D3 antag,GLP-1R inv ag,TDP43 rescue,KB-V1 MDR tox,GLP1R cytotox
CN(CCc1ccccc1)C(C(=O)c1ccc2c(c1)OCO2)c1nnnn1-c1ccccc1NC(=O)OC(C)(C)C (stereo not given),1,2%,/,i,-29,?,8%,?,0%
O=S(=O)(NCc1cccnc1)c1ccc(Cl)c(Cl)c1Cl,1,3%,2%,-29%,13,-29%,5%,-5%,-2%
Cc1cc(C)cc(NC(=S)NCc2ccncc2)c1,-10,-11%,24%,-19%,-9,-10%,1%,-4%,6%

# Going on with the list:
SMILES,D3 ag,aSyn rescue,GLP-1R agonist,PTHR1 ag,D3 antag,GLP-1R inv ag,TDP43 rescue,KB-V1 MDR tox,GLP1R cytotox
Cc1cc(=O)[nH]c(Nc2c(C)n(C)n(-c3ccccc3)c2=O)n1,4,-5%,6%,-17%,9,12%,-2%,0%,6%
CNC(=O)c1ccsc1NC(=O)CCS(=O)(=O)c1ccc(Cl)cc1,2,-9%,-2%,i,1,10%,-14%,11%,7%
CSc1ccc(CCNC(=O)CSc2ccsc2[N+](=O)[O-])cc1,-4,-3%,0%,30%,-13,-22%,-2%,26%,13%
Cc1nn(-c2ccccc2)c(CC(C)(C)C(=O)O)c1C(=O)O,3,0%,-5%,i,5,12%,6%,?,-2%
CC(C)c1ccc(NC(=O)CSc2ncc3c(n2)-c2ccccc2N(C)S3(=O)=O)cc1,-13,/,/,-12%,/,-13%,21%,2%,-13%
O=C(c1ccccc1)c1ccc(N2CCN(C(=O)c3ccc(F)cc3F)CC2)c(F)c1,2,6%,0%,-7%,49,?,22µM*,?,2%
CC(OC(=O)c1cc(=O)[nH]c2ccccc12)C(=O)N1C(C)CCCC1C (stereo not given),8,3%,1%,i,-3,1%,11%,0%,-18%
COc1ccc(S(=O)(=O)N(CC(=O)NCc2ccncc2)c2ccc(C)cc2)cc1Br,-5,6%,16%,-7%,6,-25%,-9%,-1%,-7%
CCOC(=O)N1CCN(C(=O)CSCC(=O)Nc2nc(-c3ccc(-c4ccccc4)cc3)cs2)CC1,56*,-8%,4%,-38%,137,?,11%,15%,?
CCC(=O)Nc1ccc(NCc2cccs2)cc1,-6,-5%,-8%,-7%,-18,8%,-10%,0%,5%
CCC(CC)C(=O)N(C)c1c(C)nc2c(OCc3cccc(OC)c3)cccn12,-2,-5%,9%,-8%,-22,14%,15%,?,5%
COC(=O)Nc1ccc(S(=O)(=O)N(C)CC(F)(F)C(F)F)cc1,0,-4%,0%,i,7,0%,?,1%,-13%
O=C(COc1ccccc1)NNc1nc2c(F)cc(F)cc2s1,-1,-8%,-4%,-5%,22,7%,0%,0%,-3%
O=C(/C=C/c1ccccc1Cl)NC1CCS(=O)(=O)C1 (stereo not given),-5,9%,4%,i,-5,5%,-20%,-6%,-5%
CCNc1nnc(SCC(=O)NC2CCCCCC2)s1,-20,-6%,4%,-2%,-25,-1%,0%,2%,7%
COc1ccc(-c2noc(-c3ccc(NCc4ccco4)c([N+](=O)[O-])c3)n2)cc1OC,12,/,/,i,/,15%,0%,0%,-5%
COc1ccc(CCNC(=O)C2CCCN(c3nn4c(=O)cc(C)nc4s3)C2)cc1OC (stereo not given),3,0%,-3%,2%[57.5 µM],4,3%,4%,19%,8%
CCn1cc(C(=O)NCCCN2CCCCCC2)c(=O)c2cc(S(=O)(=O)N3CCc4ccccc4C3)ccc21,11,-2%,20%,i,-2,?,-13%[0.397 µM],0%,?
O=C(NNC(=O)c1cccc2ccccc12)c1ccc(Cl)cc1Cl,-9,-4%,13%,-24%,-13,?,-10%,-1%,?
CCOC(=O)c1cnc(SCC(=O)Nc2nc(C)c(C)s2)nc1N,0,8%,15%,-32%[inhibitor],-17,55%[activator],0%,0%,-8%
COc1ccc2c(c1)-c1c(ssc1=S)C(C)(C)N2,-6,2%,-4%,i,?,12%,18µM*,?,?
CCOC(=O)/C=C1\SCC(=O)N1CC(=O)NCCc1ccc(F)cc1,2,-6%,6%,i,1,2%,-8%,-4%,0%
CN(C)c1ccc(CSc2ccccc2)cc1,-7,-13%,-1%,i,-15,9%,4%,0%,4%
Cc1ccc(Cl)c2c1NC(=O)C2(O)CC(=O)c1ccccc1O (stereo not given),1,1%,3%,i,0,-13%,1%,?,-11%
COCCSc1nnc(NC(=O)c2ccc(NC(C)=O)cc2)s1,-8,0%,0%,0%,14,24%,-6%[0.397 µM],2%,-1%
Fc1c(F)c(F)c(N/N=C/c2c[nH]c3ccccc23)c(F)c1F,-3,-37%[inhibitor],-1%,-10%,0,?,?,-30%,-29%
COc1ccccc1C(=O)NC(=O)COc1cc(Cl)ccc1Cl,-8,2%,13%,16%,0,11%,-14%,-2%,5%
O=C(NCc1cc([N+](=O)[O-])ccc1O)c1cccnc1Sc1ccccc1,-5,7%,6%,i,-12,151%[activator],4%,?,0%
COc1nc(OC)nc(N2CCCCCC2)n1,9,1%,9%,i,10,2%,-5%,-6%,1%
C/C(=N\NC(=O)c1ccc(CSc2nncn2C)cc1)c1ccc2ccccc2c1,0,2%,8%,i,7,-12%,22%,6%,2%
Cc1ccc(C2=NN(C(=O)CCC(=O)O)C(c3ccc4c(c3)OCO4)C2)cc1 (stereo not given),1,7%,-5%,i,-3,-10%,0%,24%,-1%
Cn1c(=O)[nH]c(=O)c2c1nc(N1CCN(c3ccccc3)CC1)n2CCSc1ncccn1,4,-2%,-6%,i,0,17%,17%,0%,1%
c1ccc(C2CC(c3ccccc3)n3ncnc3N2)cc1 (stereo not given),3,-11%,-7%,i,8,-1%,-7%,4%,-14%
COc1ccc2nc(-c3ccccc3)nc(SCC(=O)NCC3CCCO3)c2c1 (stereo not given),33*,8%,15%,-51%[inhibitor],0,-12%,3%,?,-9%
CC(C)c1ccc(CNc2ncccn2)cc1,-14,13%,1%,2%,-28,38%[activator],22%,21%,8%
CCSc1nnc([C@@H]2CCCN2C(=O)OC(C)(C)C)o1,6,2%,-11%,i,-7,-19%,15%,-19%,-6%
CCC(=O)c1ccc(CCCCCC(=O)O)s1,-9,1%,-12%,-13%,-15,21%,?,1%,3%
O=C(CCNS(=O)(=O)c1ccccc1)NNC(=O)COc1ccccc1F,12,4%,-1%,9%,6,3%,6%,?,2%
Cn1c2ccccc2c2c(C(=O)NCc3ccco3)cn(C3CCCCC3)c(=O)c21,-2,0%,-2%,-2%[57.5 µM],?,-10%,-10%,-26%,-16%
CCOc1ccc2nc(NC(=O)CN3CCN(c4ccccn4)CC3)sc2c1,1,8%,5%,-13%[57.5 µM],13,-7%,3%,-29%,-11%
CC1CC(C)CN(C(=O)c2ccc(S(=O)(=O)N3CCCCC3)cc2)C1 (stereo not given),-6,2%,-4%,-21%,-5,7%,13%,7%,1%
Cc1cnc(C(=O)Oc2cccc(Cl)c2Cl)cn1,11,5%,-1%,i,2,7%,3%,21%,-18%
CCOCCCNC(=O)CCNC(=O)c1cc(OC)c(OC)c(OC)c1,22,-1%,-15%,-12%[57.5 µM],10,3%,-26%,21%,-10%
COc1cnc(-c2ccccc2)c(-c2ccccc2)n1,6,-16%,16%,i,2,?,12%,28%,2%
O=C(CN1CCOCC1)N1c2ccccc2Sc2ccc(Cl)cc21,1,3%,0%,-15%,18,3%,7%,0%,0%

# Screens: PubChem BioAssay, National Center for Advancing Translational Sciences (NCATS)
